Assay outcomes deposited in PubChem BioAssay by Emory University Molecular Libraries Screening Center.
14-3-3g Raf = modulators of 14-3-3 gamma protein binding, primary screen, biochemical, fluorescence polarization | FP, 14-3-3gamma / TMR-pS259-Raf peptide binding | AID 422, 2006 | actives 0.19% (n = 160,000) | inhibition, % at 40 µM; in the data active = inhibition above about 30%;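 also: 0% = protein plus tracer without compound and 100% = blank with tracer alone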
Target sequence (P61981 whole entry, looked up): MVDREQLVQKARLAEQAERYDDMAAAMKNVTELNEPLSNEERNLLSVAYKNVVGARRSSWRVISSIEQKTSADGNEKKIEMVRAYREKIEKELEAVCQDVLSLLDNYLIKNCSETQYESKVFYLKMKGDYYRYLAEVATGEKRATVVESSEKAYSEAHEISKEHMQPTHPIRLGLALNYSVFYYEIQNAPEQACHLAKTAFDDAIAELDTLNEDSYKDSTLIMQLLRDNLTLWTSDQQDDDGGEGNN
* hit, by the source's call; & = joins results of further samples. The list is partial; the hit share may differ from the screen's.

SMILES | 14-3-3g Raf
Cc1ccc(-c2ccc(=O)n(CC(=O)NCCN3CCCCC3C)n2)cc1 (centres undefined) | -6
O=C1C(c2ccccc2F)N(C2CCCCC2)C(=O)CN1C1CCCCCC1 (centres undefined) | 5
CCOC(=O)c1sc2ncnc(N(CC)CC)c2c1C | 8
Cc1cc([N+](=O)[O-])ccc1-c1cc2ccccc2oc1=O | -9
COc1cc2c(cc1OC)CN(S(=O)(=O)c1cccc(Cl)c1)CC2 | 0
COC(=O)c1c(N2C(=O)C3ON(c4ccccc4)C(c4cccs4)C3C2=O)sc2c1CCCC2 (centres undefined) | -4
O=C1c2oc3ccccc3c(=O)c2C(c2ccc(Br)cc2)N1c1nccs1 (centres undefined) | -19
O=C(c1ccccc1)c1ccc2c(c1)OCCO2 | -4
CCOC(=O)c1cccc(NC(=O)CN(C)S(=O)(=O)c2cnc[nH]2)c1 | 1
CCc1nnc(NC(=O)c2ccc(S(=O)(=O)N3CCCCC3CC)cc2)o1 (centres undefined) | -7
O=C(O)CCNCCC(=O)c1ccccc1 | 7
CCCCCn1c(CNC(C)=O)nc2ccccc21 | -4
CCN(CCCn1c(SCC#N)nc2ccccc2c1=O)c1ccccc1 | -1&2
COCCCNC(=O)Cn1cnc2sc(C)c(S(=O)(=O)N3CC(C)CC(C)C3)c2c1=O (centres undefined) | -9
CCOc1ccc(-c2n[nH]c3c2C(c2ccccn2)N(c2ccc(Br)cc2)C3=O)cc1 (centres undefined) | -9
Cc1ccc(NC2=NC3(CCCCC3)N=C(N)N2)c(C)c1 | 3&1
O=C(C1CCC1)N1CCc2cc(S(=O)(=O)NC3CCCC3)ccc21 | -12&-6
O=C(NCc1nnc(SCC(=O)N2CCCc3ccccc32)o1)c1ccco1 | 3
CC1CCCC(C)N1C(=O)c1cc(-c2cccs2)on1 (centres undefined) | -3&1
CC1CCN(S(=O)(=O)c2ccc3c(c2)N(CC(=O)NCc2cccs2)C(=O)CS3)CC1 | -1
COc1cc(C2C(C(=O)OC(C)C)=C(C)Nc3[nH]c(=O)[nH]c(=O)c32)ccc1O (centres undefined) | 1
Cc1nc(C)c(-c2ccccc2)c(=O)[nH]1 | -3
Cc1ccc(C)c2[nH]c(=O)c(CN(Cc3ccco3)S(=O)(=O)c3ccc4c(c3)OCCO4)cc12 | -7
Cc1cc(C(F)(F)F)c(C#N)c(SC2CC(=O)N(c3ccccc3)C2=O)n1 (centres undefined) | -19
CC1=CC(C)(C)NC(=S)N1c1cc(C)ccc1C | -4
Cc1cc(C)c(N2CCN(S(=O)(=O)N3CCCCCC3)CC2)c(C)c1 | -9
CC1=CCC2C(=O)N(c3ccc4ccccc4n3)C(=O)C2C1 (centres undefined) | 11
O=C(Cc1cccs1)NCC1CCCO1 (centres undefined) | -14
O=C(CCN1CCN(c2ccccc2)CC1)Nc1ccc(OC(F)(F)Cl)cc1 | -3
COc1ccccc1NC(=O)CN1CCN(CC(=O)Nc2cccc(F)c2)CC1 | -6

Sorted by the number under 14-3-3g Raf (low to high): 3 of the compounds above.
| mol | 14-3-3g Raf |
| --- | --- |
| CCOc1ccc(-c2n[nH]c3c2C(c2ccccn2)N(c2ccc(Br)cc2)C3=O)cc1 (centres undefined) | -9 |
| Cc1nc(C)c(-c2ccccc2)c(=O)[nH]1 | -3 |
| O=C(O)CCNCCC(=O)c1ccccc1 | 7 |

Next section.
SMILES | 14-3-3g Raf
CCOc1ccccc1NC(=O)c1cc(S(=O)(=O)NC2CCCCC2C)ccc1F (centres undefined) | -5
COc1cccc2c1OC(c1ccccc1)C([N+](=O)[O-])=C2 (centres undefined) | -1
O=C(NCc1ccc2c(c1)OCO2)C1CCC(Cn2c(=O)[nH]c3ccsc3c2=O)CC1 (centres undefined) | -3
C=CCc1cccc2cc(C(=O)OCC(=O)c3ccccc3)c(=O)oc12 | -13
O=C(CN1CCOCC1)Nc1ccccc1-c1ccccc1 | -1
C=C(C)c1cccc(C(C)(C)NC(=O)N(Cc2ccccc2)Cc2ccco2)c1 | -6
COc1ccc(C(=O)N(CN2CCCC2=O)c2cc(C)on2)cc1OC | 5
O=C(NC1CCCCC1)C(c1ccncc1)N(C(=O)Cn1nnc(-c2cccs2)n1)C1CCCC1 (centres undefined) | 0
Cc1ccc(NC(=O)CSc2nnc(-c3cnccn3)n2Cc2ccco2)cc1 | 5
O=C1c2cccnc2C(=O)N1c1ccc(Oc2ccc(N3C(=O)c4cccnc4C3=O)cc2)cc1 | -5
O=C1OC(c2ccccc2)c2ccccc21 (centres undefined) | -5
CC(=O)Oc1ccc2c(=O)c(Oc3ccccc3)c(C)oc2c1 | -7
COc1cccc2c1OC1(C)CC2NC(=O)N1c1cccc(Cl)c1 (centres undefined) | -6
CCC(C)OC(=O)C1=C(C)NC2=C(C(=O)CC(c3ccc(Cl)cc3)C2)C1c1ccc2c(c1)OCO2 (centres undefined) | 17
CCCCNC(=O)NC(=O)c1c(Cl)cc(Cl)nc1Cl | 2
CCc1cc2c(cc1O)oc(=O)c1ccccc12 | -25
Cc1ccc[n+](C(C)C(=O)c2ccccc2)c1 (centres undefined) | -6
O=C(O)c1ccccc1-c1ccccc1C(=O)Nc1ccc(-c2nc3ccccc3o2)cc1 | -5
COC(=O)c1ccc(NC(=O)c2ccc(OC)c(Cl)c2)cc1 | -2
O=C1CCC(C(=O)NCO)N1 (centres undefined) | -10
CN(CCc1ccccn1)C(=O)c1cc2c(=O)oc3ccccc3c2s1 | 2
COc1ccc(NC(=O)C2OCCc3ccccc32)c(OC)c1 (centres undefined) | -2
c1ccc(OCc2cn3cccnc3n2)cc1 | -29
Cc1cnc(C(=O)OCC(=O)Nc2ccc(Cl)cc2Cl)cn1 | -5
COc1ccc(NCC(O)Cn2c3ccccc3c3ccccc32)c(OC)c1 (centres undefined) | -7
CC(C)CCOCC1CC2(CC(C)(c3csc(N)n3)OC2=O)C(=O)O1 (centres undefined) | -7
COc1ccc2[nH]c3nc4cc5ccccc5cc4nc3c2c1 | -32
C=CCNc1nc2ccccc2nc1NS(=O)(=O)c1ccc(Cl)cc1 | -3
CCCCNC(=O)c1ccc(Sc2ccc(F)cc2)c(NC(C)=O)c1 | 2
COc1ccc(OC)c(Nc2ncnc3ccc(Br)cc23)c1 | 3
Cc1cccc(NC(=O)Cn2cnc3ccc(S(=O)(=O)N4CCC(C)CC4)cc3c2=O)n1 | -30&-86
Cc1cccc(-c2nnn(CC/C(N)=N/O)n2)c1 | 7
CCN1C(=O)c2ccc(C(=O)O)cc2C1=O | 8&-1
CCOC(=O)c1ccc2nc(NC(=O)CSC3=NC(=O)C(c4ccccc4)C(=O)N3)sc2c1 (centres undefined) | -90
O=C(Nc1cccc2c1C(=O)c1ccccc1C2=O)c1ccc(-c2ccccc2)cc1 | -65
C=C(C)c1cccc(C(C)(C)NC(=O)NCCc2ccccc2)c1 | 0
CCOC(=O)CNc1c(-c2ccc(Cl)cc2)nc2c(C(=O)OC)c[nH]n12 | -10
COc1cccc2c1OC1(C)CC2NC(=O)N1c1ccc(C)c(F)c1 (centres undefined) | 5
O=C(N1CCOCC1)N(Cc1ccco1)CC1CCCO1 (centres undefined) | -8
O=[N+]([O-])c1cccc(NS(=O)(=O)c2cccc3c(S(=O)(=O)Nc4cccc([N+](=O)[O-])c4)cccc23)c1 | -2
COC(=O)CCS(=O)(=O)c1ccc(Cl)c(Cl)c1 | 3
COc1ccc(C2C(C(=O)Nc3ccc(F)cc3)=C(C)NC3=C2C(=O)CC(C)(C)C3)cc1OC (centres undefined) | -4
O=C(c1cc2ccccc2o1)c1coc2ccc(O)cc12 | -5
Cc1cccc(-n2nc3c(c2NC(=O)c2ccc(C(C)(C)C)cc2)CS(=O)(=O)C3)c1C | 3
COc1ccc(-c2nn3cnnc3s2)cc1OC | 3
C=CCOC(=O)C1=C(C)NC(SCC(=O)N(CC)CC)=C(C#N)C1c1ccco1 (centres undefined) | -4
O=C(NCCCn1ccnc1)c1cn(-c2ccccc2)nc1-c1ccccc1 | -2
O=C(COC(=O)Cn1cnc2ccccc21)NCCc1ccccc1 | -4
O=c1c2sccc2n(Cc2cc(=O)n3cc(Cl)ccc3n2)c(=O)n1-c1cccc(C(F)(F)F)c1 | -24
CN(C)c1ccc(C2SCCN2C(=O)c2cc3ccccc3oc2=O)cc1 (centres undefined) | -7
COC(=O)Cc1c(C)nc2nc(Cc3ccccc3)[nH]n2c1=O | -2
CCOc1ccc(N2C(=O)CC(NCc3cccnc3)C2=O)cc1 (centres undefined) | -3
CCCCN(CCCC)C(=O)NC1(C)CCS(=O)(=O)C1 (centres undefined) | 8
COC(=O)c1ccc(CSc2nc3c(cnn3-c3ccc(F)cc3)c(=O)[nH]2)o1 | -3&-17
CC(C)Cn1c(-c2nn(C)cc2Cl)n[nH]c1=S | -4
COc1ccc(CNC(=O)c2c(O)c3ccccc3[nH]c2=O)cc1 | -2
O=C1Nc2ccccc2C12OCC1(CO2)COC2(OC1)C(=O)Nc1ccccc12 (centres undefined) | -6
Cc1ccc(S(=O)(=O)N2CCN(C(=O)c3ccc([N+](=O)[O-])cc3)C2c2ccc(N(C)C)cc2)cc1 (centres undefined) | 1
Cc1nc2ccc(S(=O)(=O)NCc3ccc4c(c3)OCO4)cc2s1 | -1
COc1ccc(-n2nc3c(c2NC(=O)c2ccc(C(C)(C)C)cc2)CS(=O)(=O)C3)cc1 | -4

No new results follow: two of the compounds above.
SMILES | 14-3-3g Raf
Cc1ccc(-c2ccc(=O)n(CC(=O)NCCN3CCCCC3C)n2)cc1 (centres undefined) | -6
O=C1C(c2ccccc2F)N(C2CCCCC2)C(=O)CN1C1CCCCCC1 (centres undefined) | 5

3 entries already listed, arranged by heavy-atom count, largest number first.
SMILES | 14-3-3g Raf
O=[N+]([O-])c1cccc(NS(=O)(=O)c2cccc3c(S(=O)(=O)Nc4cccc([N+](=O)[O-])c4)cccc23)c1 | -2
O=C1Nc2ccccc2C12OCC1(CO2)COC2(OC1)C(=O)Nc1ccccc12 (centres undefined) | -6
CCN1C(=O)c2ccc(C(=O)O)cc2C1=O | 8&-1

Additional entries:
SMILES | 14-3-3g Raf
O=C(NCCC1=CCCCC1)c1cnccn1 | -19
O=C(CCc1nc(-c2ccccc2F)no1)NC1CCCc2ccccc21 (centres undefined) | -6
CC1CCN(C(=O)CCC(=O)Nc2nc(-c3cc4cc(Cl)ccc4oc3=O)cs2)CC1 | -4
COc1ccc(CN2CC(C(=O)NCCCN3CCN(Cc4ccccc4)CC3)CC2=O)cc1 (centres undefined) | -3
Cc1cccc2nc(CN3C(=O)c4ccccc4C3=O)cn12 | -3
CCOc1cc(C2/C(=C(\O)c3ccccc3)C(=O)C(=O)N2c2ccc(C)c(Br)c2)ccc1O (centres undefined) | -8
CCC(C)NC(=O)c1ccc(NCC2CCCO2)c([N+](=O)[O-])c1 (centres undefined) | -8
Cc1ccc(-c2nc3cccc(C)n3c2Nc2ccc(C(C)C)cc2)o1 | -9
O=C1NCCN1C(=O)Nc1cccc(Cl)c1 | 1
O=c1c2ccccc2nc(-c2ccccc2)n1CCN1CCOCC1 | -5
COC(=O)c1ccc(C(=O)OC)c(NC(=O)c2cc(Cl)ccc2OC)c1 | -14
O=C(NC1CCCCC1)C(c1ccc(Cl)cc1)N1CCN(C2CCCCC2)CC1 (centres undefined) | 6
Cc1c(C(=O)NC2CCCCCC2)sc2ncn(CC(=O)N3CC(C)CC(C)C3)c(=O)c12 (centres undefined) | -9
CC(C)Cc1ccc(-c2csc(NC(=O)C3C4CCC(C4)C3C(=O)O)n2)cc1 (centres undefined) | -4
CC(=O)Oc1ccc(C2C(C(=O)OCC3CCCO3)=C(C)NC3=C2C(=O)CC(c2cccs2)C3)cc1 (centres undefined) | -6
N#Cc1c(-c2ccc(Cl)cc2)cc(C2CC2)nc1N | -29
CCOC(=O)C1=C(N)Oc2cc(C)oc(=O)c2C1c1ccc([N+](=O)[O-])cc1 (centres undefined) | -133
CCOC(=O)c1c(NC(=O)c2ccc([N+](=O)[O-])cc2)sc2c1CCCC2=O | -2
CCOC(=O)CN1CCOCCOCCN(CC(=O)OCC)CCOCCOCC1 | -2
COc1cccc(N2CC34C=CC(O3)C(C(=O)O)C4C2=O)c1 (centres undefined) | 0
Cc1cc(N)c(-n2c(C)c3c(C)nnc(C)c3c2C)cc1C | -47
O=C(CN1CCC(O)(c2ccc3c(c2)OCO3)CC1)OC1CCCCC1 | 5
CCCNC(=O)N1CCN(c2ncccn2)CC1 | -8
CCOC(=O)c1c(NC(=O)CSc2nnc(C)c(=O)[nH]2)sc2c1CCC2 | -8
COc1ccc(C(=O)NCCc2ccc(S(N)(=O)=O)cc2)c(OC)c1 | 9
CCC(Oc1ccccc1)C(=O)Nc1nnc(C(F)(F)F)s1 (centres undefined) | -4
CCC(OC(=O)c1ccco1)C(=O)NCc1ccc(C)cc1 (centres undefined) | -1
O=C(CN1CCN(c2ccc(F)cc2)CC1)Nc1nnc(-c2ccccc2)s1 | -2
Cc1nn(CC(=O)Nc2c(C)n(C)n(-c3ccccc3)c2=O)c(C)c1Br | -2
Cc1cc(-n2nc(C)cc2C)nc(N)n1 | -2
O=C(Nc1ccccc1)Nc1nc(=O)c2ccccc2s1 | 4
COc1ccc(C(=O)Nc2nnc(C(C)C)s2)c(OC)c1 | -3
CC1CC2(CC(C)(c3csc(Nc4ccccc4Cl)n3)OC2=O)C(=O)O1 (centres undefined) | 5
CCCCCOC(=O)C1=C(C)NC2=C(C(=O)CCC2)C1c1ccc(CC)cc1 (centres undefined) | 2
S=C(c1ccc(-c2cc(Cl)ccc2Cl)o1)N1CCOCC1 | -5
COc1ccc(CN=C2NC(=O)CC(C(=O)Nc3ccc(Cl)cc3)S2)cc1 (centres undefined) | -6
CCC(CC)C(=O)Nc1cc(NC(=O)C(CC)CC)cc(C(=O)O)c1 | 4
